VEEV TC-83 Vero – inhibitors of VEEV TC-83 cytopathic effect, confirmation, Vero cells (AID 588727) | one-dose inhibition, % at 20 µM; IC50 in µM for titrated hits | Vero cells, VEEV TC-83 cytopathic effect inhibition; higher % means a stronger effect | 350,000 tested, 0.13% active; in the data active means a potency from the dose series; inconclusive means inhibition mostly from about 14% at the one dose, without a potency; inactive means the rest, 99 in 100 with inhibition below about 12%; further: strong numbers were not always called active
H37Rv inhibition – M. tuberculosis growth inhibition, HTS (AID 449762) | M. tuberculosis H37Rv growth inhibition, 7H9 media; higher % means a stronger effect | inhibition, % at 25 µM, or IC50 in µM where a hit was titrated | 330,000 tested, 0.59% active; in the data active means a potency from the dose series; inconclusive means inhibition above about 70% without an active follow-up result;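 further: bacterial growth assessed after seven days of incubation; strong numbers were not always called active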
tuberculosis growth – growth inhibition of non-replicating M. tuberculosis (AID 488890) | Mycobacterium tuberculosis non-replicating, growth inhibition; higher % means a stronger effect | 320,000 tested, 0.39% active | inhibition, % at 25 µM; hits with a dose series show IC50 in µM; in the data active means a potency from the dose series; inconclusive means inhibition mostly from about 82% at the one dose, without a potency; inactive means the rest, 99 in 100 with inhibition below about 76%;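 further: plate controls were DMSO cells for no effect and high antibiotic wells for full effect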
PhoP GFP inhibition – PhoP regulon inhibitors, Salmonella typhi PhoP promoter GFP reporter, confirmatory (AID 1850); Salmonella Typhi PhoP-promoter GFP reporter, fluorescence, 4 h; higher % means a stronger effect; inhibition, % at 50 µM, or IC50 in µM where a hit was titrated; 310,000 tested, 0.33% active; in the data active means a potency from the dose series; inconclusive means inhibition mostly from about 25% at the one dose, without a potency; inactive means the rest, 99 in 100 with inhibition below about 19%;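 further: 0% = induced wells with vehicle and 100% = uninduced wells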
H1N1 NS1A inhibition – NS1A inhibition, H1N1 influenza, cell based functional assay (AID 504329); NS1A functional cell-based assay, percent inhibition; higher % means a stronger effect; inhibition, % at 12.5 µM; hits with a dose series show IC50 in µM; 340,000 tested, 0.3% active; in the data active means a potency from the dose series; inconclusive means inhibition above about 27% without an active follow-up result; further: strong numbers were not always called active
VEEV TC-83 Vero 10K pilot screen – further read-out of VEEV TC-83 Vero, marked with its call; inhibition, %; measured here: 10K pilot screen inhibition
* = called active by the depositor; i = inactive; u = inconclusive; x = no result given.

SMILES | VEEV TC-83 Vero | H37Rv inhibition | tuberculosis growth | PhoP GFP inhibition | H1N1 NS1A inhibition | others
COc1ccc(C(=O)Nc2ccc(NC(=O)c3cc(OC)c(OC)c(OC)c3)cn2)cc1 | 5.8% | 21.2% | -0.6% | 14.5% | 2.1%
COc1cccc(OCCn2cc(C=O)c3ccccc32)c1 | 0.5% | 6.2% | 31.7% | 1.1% | -2.1%
Cn1cccc1CNC(=S)Nc1ccccc1Cl | i | 2.4% | -8.0% | 5.5% | -24.2%
Cc1ccccc1OCCC(=O)OCC(=O)NC1CCCCC1 | 0.3% | 8.0% | 39.8% | 1.8% | -14.3%
Cc1cc(C(=O)Cn2nc(C(=O)O)c3ccccc3c2=O)c(C)n1C1CC1 | i | 7.5% | -2.3% | 7.4% | -4.8%
Fc1ccc(CSc2nncn2NC/C=C/c2ccccc2)cc1 | i | 4.6% | 4.8% | 2.6% | 11.9%
CCCCn1c(N)c(N(CC)C(=O)c2ccc(-c3ccc(Cl)cc3)o2)c(=O)[nH]c1=O | 7.7% | -5.8% | 19.8% | x | -7.9%
O=C(O)/C=C/C(=O)Nc1ccc(-n2ccc(C(F)(F)F)n2)cc1 | 1.0% | 10.2% | 0.9% | -0.5% | 8.2%
O=C(NC1CCCC1)c1ccc(CS(=O)(=O)c2ccc(Cl)cc2)o1 | 1.5% | -2.4% | 9.5% | 2.0% | -8.8%
O=C(Nc1ccc([N+](=O)[O-])c(NC(=O)c2cccnc2)c1)c1cccnc1 | 1.4% | -5.9% | -16.2% | -0.9% | -1.2%
COC(=O)c1ccc(NS(=O)(=O)c2ccc(-c3cc(C)no3)s2)cc1 | 2.6% | 4.1% | 18.9% | 1.4% | 0.5%
O=C(c1cccs1)N1CCN(c2nc3ccc([N+](=O)[O-])cc3s2)CC1 | 0.7% | 4.7% | -2.7% | 3.0% | -1.7%
CCc1ccc(CN(C)CC(=O)Nc2sccc2C#N)cc1 | i | 3.4% | 32.1% | -0.3% | -6.0%
Cc1ccc(-n2ncc3c(=O)n(CC(N)=O)cnc32)cc1C | 0.4% | -2.8% | -12.5% | 1.3% | -20.5%
CCOC(=O)N1CCN(CC(O)COc2ccccc2C(C)CC)CC1 (stereo unspecified) | 0.8% | 0.7% | -5.5% | 1.0% | -3.9%
CC(C)c1ccc2oc(-c3ccc(NC(=O)c4ncn[nH]4)cc3)nc2c1 | 1.6% | u | 13.2% | -1.9% | -7.3%
CN(C)S(=O)(=O)c1ccc(C(=O)NC(=O)CSc2ccccc2)cc1 | 0.7% | -6.0% | 2.8% | -5.7% | -3.0%
CC(C)(C)c1ccc(CS(=O)CC(O)CO)cc1 (stereo unspecified) | 1.4% | -3.4% | -12.3% | -7.1% | 3.2%
CC(OC(=O)c1cc(S(=O)(=O)N2CCOCC2)ccc1F)C(=O)NC1CCCC1 (stereo unspecified) | 0.5% | -9.3% | 1.9% | x | -25.9%
Nc1ccc2nc(CCCCCCc3nc4ccc(N)cc4[nH]3)[nH]c2c1 | i | 6.2% | 3.6% | 8.8% | -0.6%
O=C(COC(=O)c1cc[n+]([O-])cc1)Nc1ccccc1Cl | 0.8% | -5.1% | 3.4% | 1.7% | 5.8%
CN1C(=O)/C(=C\c2ccncc2)SC1=Nc1ccccc1 | 2.7% | -3.4% | 3.5% | 12.1% | 2.8%
Cn1c(=O)cc(OCC(=O)N2CCN(c3ccccc3F)CC2)c2ccccc21 | 2.1% | 0.1% | 13.9% | -3.7% | 4.9%
Cc1ccc(C(=O)NC(=S)Nc2ccc(NC(=O)c3cccs3)cc2)cc1[N+](=O)[O-] | 5.3% | 4.7% | 5.2% | -7.2% | -1.7%
Cc1ccc(NC(=O)CSCCc2ccccn2)nc1 | 2.5% | -2.5% | 40.8% | 2.2% | -4.1%
(further entries)
SMILES | VEEV TC-83 Vero | H37Rv inhibition | tuberculosis growth | PhoP GFP inhibition | H1N1 NS1A inhibition | others
CCNc1cc(N2CCN(S(=O)(=O)c3ccc4c(c3)CCCC4)CC2)ccc1[N+](=O)[O-] | i | 4.3% | -4.1% | -2.3% | -1.1%
CCC(C)(C)NC(=O)Cn1c(=O)oc2cc(S(=O)(=O)N3CC(C)CC(C)C3)ccc21 (stereo unspecified) | 0.2% | 2.1% | 14.3% | -2.8% | -6.0%
CCCn1c(=O)c2ccccc2n2c(SCC(=O)c3ccc(CC)cc3)nnc12 | 4.0% | -8.3% | -6.2% | 0.1% | -5.1%
Cc1ccc(-n2c(-c3ccccc3)n[nH]c2=S)cc1 | 1.3% | -10.5% | -24.5% | 2.5% | 3.0%
CCC(=O)Nc1ccc2nc(C)n(Cc3ccccc3Cl)c(=O)c2c1 | 6.7% | -7.3% | x | -8.3% | 12.7%
CC(C)C(NC(=O)OCc1ccccc1)C(=O)NC(Cc1ccc(O)cc1)C(=O)O (stereo unspecified) | 1.6% | 4.8% | 6.0% | 6.4% | -0.9%
C=CCNC(=O)/C(=C\C=C\c1ccccc1)NC(=O)c1ccc(OCCCC)cc1 | i | 37.1% | 13.5% | 9.4% | -3.9%
COc1ccc(NC(=O)Nc2cc(C)ccc2OC)cc1 | 9.0% | -12.3% | -4.9% | -1.7% | -15.8%
COc1cc(NS(=O)(=O)c2ccc(NC(C)=O)cc2)nc(OC)n1 | i | -11.3% | -9.8% | 4.6% | -3.4%
C=C(C)CC1Nc2ccccc2NC1CC(=C)C (stereo unspecified) | 7.9% | -14.5% | 44.2% | -1.6% | 20.3%
CCCNC(=O)c1ccc2c(=O)c(O)c(-c3ccsc3)[nH]c2c1 | 2.9% | 1.5% | -17.9% | -12.6% | -0.1%
COc1cc(CN2CCN(C(O)(c3ccccc3)c3ccccc3)CC2)cc(OC)c1OC | i | 5.9% | 56.0% | 3.7% | 11.7%
Cn1cccc1C(=O)OCC(=O)NCCCc1ccccc1 | 0.2% | 41.6% | 41.8% | x | -15.9%
COc1ccc(Cl)cc1NC(=O)CNCC(c1ccccc1)N(C)C (stereo unspecified) | i | -12.6% | 22.9% | 8.0% | -4.2%
N#CC1=C2SCN(c3ccccc3)CN2C(=O)CC1c1ccccc1Cl (stereo unspecified) | 0.9% | 4.3% | 39.2% | -3.0% | 5.0%
CC(C)OC(=O)c1cc2ccccc2[nH]1 | i | 3.7% | 7.2% | 10.2% | -15.6%
Cc1ccc(S(=O)(=O)Nc2cccc(C(=O)NCC(c3ccc(F)cc3)N3CCOCC3)c2)cc1 (stereo unspecified) | 7.0% | 2.3% | 26.9% | x | -17.3%
COC(=O)c1ccc(NC(=O)CCc2c(C)nc3ncnn3c2C)cc1 | i | -3.2% | -0.9% | -3.4% | 0.5%
O=C(Nc1ccccc1)Nc1cnccn1 | 2.8% | -5.5% | -9.7% | -5.3% | 1.3%
CCCC1C(C(=O)OCC)=C(C)NC(C)=C1C(=O)OCC | 4.2% | -3.5% | 10.0% | -6.5% | -9.6%
CCOC(=O)C1=C(COC(=O)/C=C/c2ccc(OC)cc2)NC(=O)NC1C (stereo unspecified) | 12.5% | x | x | x | 9.6%
Cc1c(C(=O)OCC(=O)NCCN2C(=O)CSC2=O)cccc1[N+](=O)[O-] | 4.5% | 5.8% | -4.3% | x | -0.7%
CCC/C(O)=C1\C(=O)CCCC1=NCCCCCC(=O)O | 1.4% | -0.5% | 1.1% | -31.6% | 0.6%
O=C(NCC1CCCO1)C(=Cc1cccc([N+](=O)[O-])c1)C(=O)NCC1CCCO1 (stereo unspecified) | 5.9% | -2.5% | 22.8% | 0.9% | 5.3%
CC(=O)N(C)c1ccc(N=Nc2ccc3ncccc3c2)cc1 | 1.3% | x | x | x | 18.9%
Continuation.
SMILES | VEEV TC-83 Vero | H37Rv inhibition | tuberculosis growth | PhoP GFP inhibition | H1N1 NS1A inhibition | others
C/C=C1\COC(C(=O)NCCCN2CCCC2=O)(C(F)(F)F)C=C1C=C(C)C (stereo unspecified) | i | 2.6% | 4.2% | -8.3% | 15.2%
CCOCCCNC(=O)C(c1ccc(Cl)cc1)N1CCC2(CC1)OCCO2 (stereo unspecified) | 0.4% | -11.5% | -5.1% | -7.5% | 3.6%
FC(F)Oc1ccc(NC(=S)NCc2ccccc2)cc1Cl | i | 7.9% | u | -1.1% | -6.3%
COc1ccc(S(=O)(=O)N2CCCC2)cc1C(C)C | 1.1% | 3.2% | 7.2% | 12.7% | 1.2% | VEEV TC-83 Vero 10K pilot screen=1.3
Cc1ccccc1NC(=O)CSc1nc(N)c2c3c(sc2n1)CSC(C)(C)C3 | 8.0% | u | u | -1.3% | -3.3%
O=C(CSc1cccc2cccnc12)OCC(=O)c1ccccc1 | 0.2% | -0.8% | 22.5% | -2.1% | -3.3%
CCc1nnc(SCC(=O)NCCC2=CCCCC2)nc1CC | 0.9% | 3.2% | 54.3% | -3.5% | 3.5%
CC1CCCN(C(=O)CN(C)S(=O)(=O)c2ccc3c(c2)c(=O)n(C)c(=O)n3C)C1 (stereo unspecified) | 0.2% | 8.3% | -7.9% | -13.2% | 11.7%
Cc1ccccc1Cc1c(C)nc2ncnn2c1C | i | 7.2% | 7.0% | -5.4% | -4.3%
CN(Cc1ccccc1)c1ccc([N+](=O)[O-])cc1C(=O)O | 1.5% | -1.5% | 0.2% | 4.5% | 6.3%
O=C(Nc1ccc(S(=O)(=O)N2CCOCC2)cc1)c1cccc(Br)c1 | 0.4% | -1.1% | 27.0% | 2.6% | 3.5%
CN(C)C(=S)NC(=S)Nc1ccc2ccccc2c1 | u | x | x | x | -0.4%
CCN(CC)CCn1c2c(c(SCC(=O)Nc3nc4ccccc4s3)nc1=O)CCCC2 | 7.7% | 3.0% | 25.1% | 7.2% | 0.4%
O=C(Cc1ccccc1)NNc1c2ccccc2nc2ccccc12 | u | 2.8% | 24.2% | -15.2% | -5.8%
O=C(NCc1ccco1)NC12CC3CC(CC(C3)C1)C2 | 2.3% | -5.6% | 38.6% | 2.1% | 1.2%
Cc1ccc(NC(=O)c2ccc(S(=O)(=O)N3CCOCC3)cc2)nc1 | 2.7% | -0.9% | -13.1% | 8.4% | -0.6%
COc1cccc(NC(=O)CN(C)C(=O)c2cccc(NS(=O)(=O)c3ccccc3)c2)c1 | 3.7% | -6.8% | 16.8% | x | -13.8%
C=CCNC(=O)CN1CCC(n2c(C)nc3cc(C(F)(F)F)ccc32)CC1 | 4.8% | -9.6% | 54.3% | 4.8% | -2.6%
CCC(CC)NC(=O)c1cc(OC)c(OC)cc1[N+](=O)[O-] | 0.6% | 4.2% | -10.7% | -3.6% | -8.1%
COc1cccc(C2NC(=O)NC(C)=C2C(=O)Nc2ccc(C)cc2)c1 (stereo unspecified) | 0.9% | -11.8% | x | -10.9% | 1.0%
CCN(Cc1ccccc1)S(=O)(=O)c1cc(C(=O)O)ccc1OC | 0.9% | 3.0% | 0.5% | 9.9% | 2.8%

Entries above containing an aryl methoxy group (twelve):
SMILES | VEEV TC-83 Vero | H37Rv inhibition | tuberculosis growth | PhoP GFP inhibition | H1N1 NS1A inhibition | others
COc1ccc(C(=O)Nc2ccc(NC(=O)c3cc(OC)c(OC)c(OC)c3)cn2)cc1 | 5.8% | 21.2% | -0.6% | 14.5% | 2.1%
COc1cccc(OCCn2cc(C=O)c3ccccc32)c1 | 0.5% | 6.2% | 31.7% | 1.1% | -2.1%
COc1ccc(NC(=O)Nc2cc(C)ccc2OC)cc1 | 9.0% | -12.3% | -4.9% | -1.7% | -15.8%
COc1cc(NS(=O)(=O)c2ccc(NC(C)=O)cc2)nc(OC)n1 | i | -11.3% | -9.8% | 4.6% | -3.4%
COc1cc(CN2CCN(C(O)(c3ccccc3)c3ccccc3)CC2)cc(OC)c1OC | i | 5.9% | 56.0% | 3.7% | 11.7%
COc1ccc(Cl)cc1NC(=O)CNCC(c1ccccc1)N(C)C (stereo unspecified) | i | -12.6% | 22.9% | 8.0% | -4.2%
CCOC(=O)C1=C(COC(=O)/C=C/c2ccc(OC)cc2)NC(=O)NC1C (stereo unspecified) | 12.5% | x | x | x | 9.6%
COc1ccc(S(=O)(=O)N2CCCC2)cc1C(C)C | 1.1% | 3.2% | 7.2% | 12.7% | 1.2% | VEEV TC-83 Vero 10K pilot screen=1.3
COc1cccc(NC(=O)CN(C)C(=O)c2cccc(NS(=O)(=O)c3ccccc3)c2)c1 | 3.7% | -6.8% | 16.8% | x | -13.8%
CCC(CC)NC(=O)c1cc(OC)c(OC)cc1[N+](=O)[O-] | 0.6% | 4.2% | -10.7% | -3.6% | -8.1%
COc1cccc(C2NC(=O)NC(C)=C2C(=O)Nc2ccc(C)cc2)c1 (stereo unspecified) | 0.9% | -11.8% | x | -10.9% | 1.0%
CCN(Cc1ccccc1)S(=O)(=O)c1cc(C(=O)O)ccc1OC | 0.9% | 3.0% | 0.5% | 9.9% | 2.8%
